HTT aggregate: qHTS Multiplex Assay to Identify Dual Action Probes in a Cell Model of Huntington: Aggregate Formation (GFP); 220,000 tested, 1.1% active; PC12 HttQ103-GFP aggregates, Acumen cytometry, 40 h; AID 1688, 2009; Potency, µM (top dose mostly 46.1 µM), inactives show at the highest dose activity change, negative = inhibition, actives largely listed as inhibitors; further: potency means the concentration at half of the fitted maximal effect; on the % scale 0 is the no-effect control and ±100 the full control effect; nearly all actives have a fitted effect of over 60% in size
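PC12 cells stably carrying ecdysone-inducible HTT exon 1 Q103–GFP were induced with tebufenozide (100 nM final) and treated with library compounds in titration. GFP aggregates in lysates were counted by laser scanning cytometry.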
HTT cytoprotect: qHTS Multiplex Assay to Identify Dual Action Probes in a Cell Model of Huntington: Cytoprotection (ATP). 230,000 tested, 0.14% active. PC12 HTT-Q103 induced, cytoprotection, ATP luminescence, 40 h. AID 1471, 2008. Potency, µM (series often up to 56.4 µM), for inactives: cytoprotection (ATP increase), actives largely listed as activators;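 further: potency means the concentration at half of the fitted maximal effect; % of control where 0% means no effect; nearly all actives have a fitted effect of over 45% in size; toxic huntingtin expression switched on by the ecdysone agonist tebufenozide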
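Readout: ATPlite luminescence (ATP level). Model: stable PC12, inducible Htt exon1 Q103-GFP. Inducer: tebufenozide, 100 nM final. Compounds: dose series. No G418 in medium.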
IMPase Li cell: qHTS Assay for Identifying the Cell-Membrane Permeable IMPase Inhibitors: Potentiation with Lithium. Potency, µM (titrated, usually from 59.4 µM), for inactives: at the highest dose activity, negative = IMPase inhibition, actives largely listed as inhibitors. 210,000 tested, 0.35% active. CHO-M1 cells, IP1 TR-FRET (IP-One), carbachol + lithium;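 further: IP1 builds up when IMPase is blocked and the TR-FRET signal falls; potency means the concentration at half of the fitted maximal effect; plate controls were basal vehicle for no effect and high inhibitor control for full effect; nearly all actives have a fitted effect of over 50% in size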
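Lithium-sensitised IP1 accumulation assay; M1-expressing CHO cells treated 30 min at 37C with compound. Competitive antibody detection by time-resolved FRET followed a 10 min room-temperature lysis step.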
LMNA splice mod: qHTS Assay for Modulators of Lamin A Splicing; HeLa LMNA splicing GFP/RFP minigene ratio, 48 h; Potency, µM (titrated, usually from 46.1 µM), without a hit: at the top dose ratio change, negative = inhibition, actives largely listed as inhibitors; 200,000 tested, 0.01% active; active means well fitted inhibition curve with a large enough effect in the signal ratio, with a control signal flat, not every such curve was filed as active; inconclusive means small, poorly fitted or top-dose-only effect, or effect the other way, or a change in a side signal; the % refers to the signal ratio; further: potency means the concentration at half of the fitted maximal effect; on the % scale 0 is the no-effect control and ±100 the full control effect
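S3 HeLa stable clones carrying a lamin A-EGFP splicing minigene plus DsRed2 were seeded at 600 cells/well in Opti-MEM with 2% FBS, pin-dosed and incubated 48 h at 37°C. Acumen cytometry (488 nm) gave the GFP/RFP total-intensity ratio.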
SMN2 splice up: qHTS Assay for Enhancers of SMN2 Splice Variant Expression; HEK293 SMN2-luciferase splicing reporter, luminescence, 30-36 h; Potency, µM (highest dose often 46.1 µM), for the others: at the top dose activity change, positive = activation, hits mostly activators; 210,000 tested, 2.8% active; AID 1458, 2008; further: potency means the concentration at half of the fitted maximal effect; % of control where 0% means no effect; nearly all actives have a fitted effect of over 55% in size
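HEK293 cells carry an SMN2 minigene-luciferase reporter in which exon 7 inclusion puts luciferase in frame. Cells were seeded at 2000 cells/well, attached for 10-12 hours, then exposed to compounds for 30-36 hours at 37C before ONE-Glo luminescence.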
KinaseGlo FLuc: Counterscreen for Luciferase (Kinase-Glo TM) Inhibition; AID 1379, 2008; Potency, µM (doses to about 38.3 µM), without a hit: at the highest dose activity change, negative = inhibition, hits mostly inhibitors; Kinase-Glo luciferase, ATP luminescence, 8 min; 200,000 tested, 0.28% active; Luciferin 4-monooxygenase (Photuris pensylvanica), Q27757; further: potency means the concentration at half of the fitted maximal effect; on the % scale 0 is the no-effect control and ±100 the full control effect; nearly all actives have a fitted effect of over 60% in size
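Kinase-Glo luciferase light output from ATP and luciferin was measured with 10 uM ATP, within the enzyme's linear range. Buffer: 50 mM imidazole pH 7.2, 50 mM KCl, 7 mM MgCl2, 0.01% Tween 20, 0.05% BSA; luminescence read after 8 min at ambient temperature.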
CBFb RUNX1 block: qHTS Assay for Compounds Blocking the Interaction Between CBF-beta and RUNX1 for the Treatment of Acute Myeloid Leukemia; AlphaScreen CBFb-His/RUNX1-biotin binding, biochemical; Runt-related transcription factor 1 (Homo sapiens) + Core-binding factor subunit beta …; Potency, µM (top dose mostly 59.8 µM), without a hit: at the highest dose activity, negative = inhibition, most hits filed as inhibitors; 230,000 tested, under 10 active; further: % of control where 0% means no effect
Target sequence (Q01196 whole entry, looked up): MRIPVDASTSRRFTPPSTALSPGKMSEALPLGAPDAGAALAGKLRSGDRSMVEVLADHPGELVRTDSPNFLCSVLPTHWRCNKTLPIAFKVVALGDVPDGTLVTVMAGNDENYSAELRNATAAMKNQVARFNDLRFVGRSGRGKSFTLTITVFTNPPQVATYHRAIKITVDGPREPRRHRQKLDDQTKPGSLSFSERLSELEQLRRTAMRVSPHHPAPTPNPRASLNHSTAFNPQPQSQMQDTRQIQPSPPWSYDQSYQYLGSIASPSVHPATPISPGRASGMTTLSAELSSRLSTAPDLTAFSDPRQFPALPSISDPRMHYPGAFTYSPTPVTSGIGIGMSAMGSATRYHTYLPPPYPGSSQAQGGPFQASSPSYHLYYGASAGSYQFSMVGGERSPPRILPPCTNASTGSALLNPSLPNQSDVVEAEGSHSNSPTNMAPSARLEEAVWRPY
Target sequence (Q13951 whole entry, looked up): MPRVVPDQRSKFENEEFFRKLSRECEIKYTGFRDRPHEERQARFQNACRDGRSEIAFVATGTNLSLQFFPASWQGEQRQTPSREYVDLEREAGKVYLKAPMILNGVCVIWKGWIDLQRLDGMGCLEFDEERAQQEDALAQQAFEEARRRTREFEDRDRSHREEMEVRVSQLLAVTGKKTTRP
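Proteins preincubated together for 20 min at RT before compound addition; 15 min later, nickel and streptavidin beads were added and left 90 min prior to AlphaScreen measurement.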
Active calls of the source: *; u = inconclusive; x = not tested or not shown; [ ] = dose if it differs, or a comment. Unless noted, the call rests on the fitted dose curve; in most records, active means well fitted curve in the direction sought with a large enough effect; inconclusive means small, poorly fitted or top-dose-only effect, or another doubt; inactive means no such curve, though single readings can be large; an effect the other way counts as inactive or inconclusive.

Value order: CBFb RUNX1 block | HTT cytoprotect | LMNA splice mod | IMPase Li cell | HTT aggregate | KinaseGlo FLuc | SMN2 splice up
1: COc1cccc(OC)c1C(=O)NC(=S)N1CCN(c2ccc(C(F)(F)F)cc2[N+](=O)[O-])CC1
 : -25% | -22% | -2% | 4%[38.3 µM] | -24% | -1% | -26%
2: COc1ccc(C2C(C(=O)OC3CCCCC3)=C(C)Nc3nnnn32)c(OC)c1OC (centres undefined)
 : -10% | x | u | 2% | 19% | -1% | -15%
3: Cc1nc2ccc(Cl)cc2c(-c2ccccc2Cl)c1CC(=O)O
 : -1% | 2%[10 µM] | u | -4% | -1% | -3% | 18%[1.84 µM]
4: c1ccc(Cn2c(CNc3nc4ccccc4n3CCN3CCCCC3)nc3ccccc32)cc1
 : -7% | -11%[1.9 µM] | u | 25% | u | 7% | -18%
5: Cc1ccc2nsnc2c1NC(=O)c1cccc([N+](=O)[O-])c1
 : 1% | 8%[10 µM] | -14% | 0% | 4% | -1% | -1%
6: COc1ccccc1C(=O)Nc1cc2cc(Cl)ccc2oc1=O
 : 5% | -1% | -1%[0.0737 µM] | u | -13% | -4% | -4%
7: CCNC(=O)Oc1ccc[nH]c1=O
 : -2% | 8%[10 µM] | x | x | -6%[9.22 µM] | x | x
8: CC(C)Cn1c(N)c(C(=O)COC(=O)CCc2nc3ccccc3s2)c(=O)n(C)c1=O
 : -1% | -13% | 2%[46 µM] | 15% | 9% | 3% | x
9: CN(N=Nc1ccc([N+](=O)[O-])cc1)c1ccccc1
 : -26% | -4%[10 µM] | 2% | 1% | -27% | 0% | 20µM*
10: CCc1cc(-c2nc(N)ncc2-c2csc(C)n2)c(O)cc1OC
 : 5% | -15% | u | -3% | 1% | 4% | 15%
11: COc1ccc(CCNC[C@@H](O)c2ccc(O)cc2)cc1OC
 : -1% | 10% | u | 27% | 22% | -1% | 10%
12: O=C(O)c1cc(-c2ccc(N3CCOCC3)cc2)nn1-c1ccc(F)cc1
 : -1% | -21%[10 µM] | -6% | -10% | -3% | 0% | 11%
13: C=CCS(=O)(=O)c1nc2ccccc2s1
 : 1% | -85%[inhibitor] | u | 7%[38.3 µM] | u | -1% | 0%
14: CCc1ccc(NC(=O)Cc2c(C(=O)O)n(C)c3ccccc23)cc1
 : 4% | 13% | x | 0% | -3% | 0% | -1%
15: CCCCCn1c(=O)[nH]c2cc(C(=O)NCCN(CC)CC)ccc2c1=O
 : 2% | -22% | u | -1%[38.3 µM] | 7% | -5% | -10%
16: O=C(O)CCN1C(=O)c2ccc(NC(=O)c3cccs3)cc2C1=O
 : 4% | -15%[0.074 µM] | -1% | 23%[38.3 µM] | -25% | 2% | 12%
17: CC1CC(C)(C)N(C(=O)CN2C(=O)c3ccccc3C2=O)c2ccccc21 (centres undefined)
 : 14% | 10%[10 µM] | -13% | 14% | 0% | 1% | -21%
18: O=C(O/N=C\c1ccc(N2CCOCC2)c([N+](=O)[O-])c1)c1ccccc1Cl
 : u | 1% | 6% | -5%[38.3 µM] | 8% | -8% | -13%
19: CCOCCCNS(=O)(=O)c1ccc(NC(=O)CN2C(=O)c3ccccc3C2=O)cc1
 : 2% | -12% | x | 5% | 12% | 1% | 3%
20: Cc1cc(C)c(C2C(C#N)=C(N)Oc3n[nH]c(C)c32)cc1CN1CCOCC1 (centres undefined)
 : -4% | -10% | 3% | 11%[38.3 µM] | -7% | 2% | -20%

The last 2 compounds of the section before open the next one.
Value order: CBFb RUNX1 block | HTT cytoprotect | LMNA splice mod | IMPase Li cell | HTT aggregate | KinaseGlo FLuc | SMN2 splice up
19: CCOCCCNS(=O)(=O)c1ccc(NC(=O)CN2C(=O)c3ccccc3C2=O)cc1
 : 2% | -12% | x | 5% | 12% | 1% | 3%
20: Cc1cc(C)c(C2C(C#N)=C(N)Oc3n[nH]c(C)c32)cc1CN1CCOCC1 (centres undefined)
 : -4% | -10% | 3% | 11%[38.3 µM] | -7% | 2% | -20%
21: OCCN1CCN(C(=S)c2ccc(Cl)c(Cl)c2)CC1
 : 17% | -11%[1.9 µM] | -3% | 16%[38.3 µM] | -4% | -2% | -1%
22: COc1ccc(CCNC(=O)C2CC(c3c(Cl)cccc3Cl)=NO2)cc1 (centres undefined)
 : 5% | -13% | 8% | -2%[38.3 µM] | -3% | 2% | -14%
23: COc1ccc(OCC(=O)Nc2ccc3c(c2)nc(CCN2CCOCC2)n3C)cc1
 : -2% | 5% | 4% | 21%[38.3 µM] | 16% | -6% | -14%
24: O=C(Cc1cccs1)N1CCN=C1SCc1ccccc1F
 : 3% | 2% | -1%[46 µM] | -2% | 14% | 1% | 4%
25: Cc1ccc(C2C3=C(CC(C)(C)CC3=O)NC3=C2C(=O)CC(C)(C)C3)o1
 : 4% | -6%[0.074 µM] | 12% | 1%[38.3 µM] | 14% | -1% | 3%
26: NS(=O)(=O)c1ccc(NS(=O)(=O)c2ccc(NC(=O)c3ccc(-c4ccccc4)cc3)cc2)cc1
 : -2% | -16% | 4% | 0%[38.3 µM] | -2% | 1% | -11%
27: O=C(Nc1ccc(F)cc1)C(c1ccccc1)N1CCN(S(=O)(=O)c2c(F)cccc2F)CC1 (centres undefined)
 : 7% | 35%[10 µM] | u | 1% | -2% | -2% | 45%
28: Fc1ccccc1Cn1c2[n+](c3ccc(C(F)(F)F)cc31)CCCCC2
 : 1% | -6% | -9%[46 µM] | 22% | -2% | -2% | -2%
29: COc1ccccc1-c1noc(CCCC(=O)Nc2ccc(C(N)=O)cc2)n1
 : 17% | -8%[10 µM] | x | x | -8%[9.22 µM] | x | x
30: O=C(c1ccoc1)N1CCC2(CC1)Oc1ccc(F)cc1C(=O)C21CC(c2cccnc2)=NO1 (centres undefined)
 : 0% | 42%[10 µM] | x | x | 36%[9.22 µM] | x | x
31: COc1cccc(C2CC(c3ccc(Cl)cc3Cl)Nc3nc(N)nn32)c1 (centres undefined)
 : -13% | -43%[inhibitor] | 0% | 7%[38.3 µM] | 16% | -3% | -7%
32: Cn1c(=O)cc(SCC(=O)NCCCN2CCOCC2)c2ccc(Cl)cc21
 : 1% | 0% | -8% | u | -7% | -8% | -2%
33: CC(C)CCN1CCN(Cc2cccn2-c2cccnc2)CC1CCO (centres undefined)
 : -1% | -4%[10 µM] | 15%[46 µM] | 11% | -5%[9.22 µM] | -3% | x
34: Cc1ccccc1CC1(CO)CCCN(C(=O)c2ccccc2N(C)C)C1 (centres undefined)
 : 5% | -6%[10 µM] | u | 15% | 5%[9.22 µM] | -2% | x
35: O=C(O)CCc1cc(I)c(O)c(I)c1
 : 8% | 15% | x | 11% | x | x | -1%
36: COc1ccc([N+](=O)[O-])cc1NC1CCCCC1
 : 28% | -21% | 12% | 16%[38.3 µM] | -15% | 1% | -2%
37: O=S(=O)(c1ccc(NC(=S)NN=C(Cc2ccccc2)Cc2ccccc2)cc1)N1CCOCC1
 : -2% | 38%[10 µM] | -25%[46 µM] | 13% | 20%[9.22 µM] | 0% | x
38: c1cncc(CNc2ncnc3sc4c(c23)CCC4)c1
 : 6% | -22% | x | 1% | u | x | x
39: N=c1c2c(-c3ccccc3)c(-c3ccccc3)n(Cc3ccco3)c2ncn1CCN1CCOCC1
 : -9% | -38% | 16% | 19%[38.3 µM] | u | -2% | -5%
40: CCOC(=O)Nc1sc2c(c1C(N)=O)CCC(C)C2 (centres undefined)
 : -5% | 1%[10 µM] | x | -3% | 12%[9.22 µM] | -1% | x

7 compounds out of the list above, ordered by their value in HTT aggregate, lowest first:
no.	SMILES	HTT aggregate
36	COc1ccc([N+](=O)[O-])cc1NC1CCCCC1	-15%
32	Cn1c(=O)cc(SCC(=O)NCCCN2CCOCC2)c2ccc(Cl)cc21	-7%
21	OCCN1CCN(C(=S)c2ccc(Cl)c(Cl)c2)CC1	-4%
22	COc1ccc(CCNC(=O)C2CC(c3c(Cl)cccc3Cl)=NO2)cc1 (centres undefined)	-3%
26	NS(=O)(=O)c1ccc(NS(=O)(=O)c2ccc(NC(=O)c3ccc(-c4ccccc4)cc3)cc2)cc1	-2%
25	Cc1ccc(C2C3=C(CC(C)(C)CC3=O)NC3=C2C(=O)CC(C)(C)C3)o1	14%
31	COc1cccc(C2CC(c3ccc(Cl)cc3Cl)Nc3nc(N)nn32)c1 (centres undefined)	16%

Following part
Value order: CBFb RUNX1 block | HTT cytoprotect | LMNA splice mod | IMPase Li cell | HTT aggregate | KinaseGlo FLuc | SMN2 splice up
41: Cc1c(N=C(N)/N=C(\N)Nc2ccccc2)c(=O)n(-c2ccccc2)n1C
 : 1% | -10%[10 µM] | -4% | 17% | -2% | 0% | 9%
42: CCOC(=O)c1nn(-c2cccc(C)c2)c2nc(-c3ccccc3)c(C#N)c(=O)n12
 : 1% | -19% | u | 4µM* | 3% | -1% | -30%
43: CSc1ccc(NC(=O)Nc2cccn(Cc3ccccc3F)c2=O)cc1
 : 7% | -35%[10 µM] | -11%[46 µM] | 1% | -20%[9.22 µM] | 0% | x
44: COCCN(C(=O)Cc1cccs1)C(C(=O)NC1CCCC1)c1ccc(OC)c(OC)c1 (centres undefined)
 : 11% | -10%[10 µM] | x | -14% | 11%[9.22 µM] | -6% | x
45: COc1ccc(C(=O)Nc2cc(C(F)(F)F)ccc2Cl)cc1OC
 : 7% | -15% | 6%[0.0737 µM] | -33%[38.3 µM] | -16% | -2% | -11%
46: CCc1ccc(CSc2nccn2-c2ccccc2)cc1
 : u | 32% | 9% | 2%[38.3 µM] | -2% | -8% | -3%
47: CCOc1cc(O)c(-c2[nH]ncc2-c2nc(C)cs2)cc1CC
 : -3% | 14%[10 µM] | x | x | -5%[9.22 µM] | x | x
48: COCC1CCCN(Cc2nc(C(c3ccccc3)c3ccccc3)no2)C1 (centres undefined)
 : -4% | 11%[10 µM] | x | 18% | -1%[9.22 µM] | -1% | x

Bioassay records (PubChem BioAssay)
